Jurkat NFkB inh: lowers PMA/ionomycin-induced NF-kB signal in Jurkat cells | PMA/ionomycin-induced NF-kB luciferase reporter, luminescence | inhibition, % at 4 µM | hit rate 0.53% among 330,000 | AID 435003; in the data active = inhibition above about 50%
TIM10 inh: TIM10 yeast growth inhibition; inhibition, % at 10 µM; hit rate 1.4% among 330,000; S. cerevisiae TIM10 strain growth, BacTiter-Glo luminescence, 24 h; AID 463195;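 active = inhibition of 40% or more at the single tested concentration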;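 also: wild-type TIM10 isogenic control strain grown at permissive 25 °C; 0% = DMSO yeast wells and 100% = minimal medium wells without yeast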
Mdm2 MdmX PPI: disrupts the human Mdm2-MdmX interaction; O15151+Q00987; SaOS-2 split-luciferase Mdm2/MdmX complementation, luminescence; inhibition, % at 8 µM; hit rate 3% among 330,000; AID 485346;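 active = inhibition of at least 50% at 8 µM in the primary screen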
Target sequence (O15151 whole entry, looked up): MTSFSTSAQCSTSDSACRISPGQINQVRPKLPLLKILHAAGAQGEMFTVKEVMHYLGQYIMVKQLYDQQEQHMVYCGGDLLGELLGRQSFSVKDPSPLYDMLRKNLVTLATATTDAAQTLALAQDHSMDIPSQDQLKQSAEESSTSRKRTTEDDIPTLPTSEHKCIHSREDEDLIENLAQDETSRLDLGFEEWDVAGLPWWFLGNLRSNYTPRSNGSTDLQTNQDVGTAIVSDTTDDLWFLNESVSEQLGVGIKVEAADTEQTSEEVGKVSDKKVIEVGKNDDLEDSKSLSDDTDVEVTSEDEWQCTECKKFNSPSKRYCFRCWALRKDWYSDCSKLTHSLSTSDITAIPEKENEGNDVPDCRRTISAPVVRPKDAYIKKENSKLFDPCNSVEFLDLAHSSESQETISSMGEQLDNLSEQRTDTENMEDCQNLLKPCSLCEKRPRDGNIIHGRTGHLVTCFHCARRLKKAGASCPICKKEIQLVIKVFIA
Target sequence (Q00987 whole entry, looked up): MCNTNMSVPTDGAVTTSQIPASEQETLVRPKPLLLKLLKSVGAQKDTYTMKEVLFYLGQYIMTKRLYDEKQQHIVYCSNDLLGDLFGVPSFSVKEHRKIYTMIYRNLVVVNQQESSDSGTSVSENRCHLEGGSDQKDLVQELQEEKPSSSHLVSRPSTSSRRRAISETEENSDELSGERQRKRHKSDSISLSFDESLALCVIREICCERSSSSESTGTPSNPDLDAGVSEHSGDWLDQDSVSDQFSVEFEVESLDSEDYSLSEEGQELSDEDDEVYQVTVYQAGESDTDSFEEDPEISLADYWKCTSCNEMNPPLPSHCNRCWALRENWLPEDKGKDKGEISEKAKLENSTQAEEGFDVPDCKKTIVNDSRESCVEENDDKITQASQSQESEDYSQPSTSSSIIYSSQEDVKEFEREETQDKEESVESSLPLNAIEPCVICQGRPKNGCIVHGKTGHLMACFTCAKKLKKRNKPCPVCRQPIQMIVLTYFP
tim23-1 inh: growth inhibitors of tim23-1 mutant yeast. AID 463212. hit rate 1.3% among 330,000. inhibition, % at 20 µM. S. cerevisiae tim23-1 growth, BacTiter-Glo luminescence, 24 h;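 active = growth inhibition of the mutant yeast at or above 50%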;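 also: temperature-sensitive mutant grown at 25 °C; plate controls were DMSO-treated mutant yeast for no effect and medium wells lacking yeast for full effect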
UPR CHOP act: activators of apoptotic arm of unfolded protein response (CHOP); CHO-CHOP luciferase reporter, UPR activation, luminescence; percent of tunicamycin response over DMSO baseline; activation, % at 10 µM; hit rate 0.34% among 330,000; AID 449763;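 active = at 10 µM dose, activation of 40% or more, normalized to positive control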;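 also: 100% = tunicamycin at 10 µg/mL and 0% = DMSO alone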
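System: CHO-CHOP luciferase reporter cell line; amount: 500 cells/well; buffer or medium: F12 medium containing 10% fetal bovine serum; incubation: 6 h compound exposure at 37 °C after overnight seeding; measured by: luciferase luminescence after 10 min with Steady-Glo reagent; evaluation: % reporter activation, DMSO baseline versus tunicamycin full activation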
tim10-1 inh: tim10-1 yeast growth inhibition | S. cerevisiae tim10-1 ts strain growth, BacTiter-Glo, 24 h | inhibition, % at 20 µM | hit rate 2.2% among 330,000;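 active = inhibition of at least 40%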;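 also: mutant grown at 25 °C; 0% = DMSO wells with yeast and 100% = wells holding no yeast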
697 NFkB inh: inhibitors of the PMA/ionomycin-induced NF-kB reporter in 697 B cells; 697 B-cell NF-kB luciferase reporter, 16 h; inhibition, % at 4 µM; hit rate 0.33% among 330,000; in the data active = inhibition above about 35%
XBP1 UPR activ: activators of adaptive arm of unfolded protein response (XBP1) | hit rate 0.33% among 330,000 | activation, % at 20 µM | CHO-XBP1 luciferase reporter, IRE1-XBP1 UPR activation, luminescence; percent of tunicamycin response, DMSO as zero;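 active = versus positive control, 20 µM dose yields 30% or more activation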;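 also: 100% = tunicamycin at 10 µg/mL and 0% = DMSO only wells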
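Material: CHO cell line with stable XBP1 luciferase reporter; schedule: 16-18 h cell attachment at 37 °C, then 6 h compound exposure; signal: glow luminescence from Steady-Glo reagent; medium: serum-containing F12 medium, 10% FBS; benchmarks: tunicamycin 10 µg/mL and vehicle-only wells; read-out: percent activation relative to tunicamycin reference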
Active calls of the source: *; / = no result given.

SMILES	Jurkat NFkB inh	TIM10 inh	Mdm2 MdmX PPI	tim23-1 inh	UPR CHOP act	tim10-1 inh	697 NFkB inh	XBP1 UPR activ
Cc1ccc(C)c(OCCCC(=O)Nc2nccs2)c1	1.6	18.2	-6.1	-10.0	-1.6	1.8	1.9	2.6
O=C(c1cc(COc2c(F)cccc2F)on1)N1CCC(c2ccccc2F)C1 (centres undefined)	-36.2	-7.7	-18.5	17.3	2.6	9.9	-27.6	2.9
CC(C)CC(=O)Nc1cccc(-c2nc3ccccc3[nH]2)c1	-19.6	-9.4	-21.6	-5.8	4.5	-9.4	-30.1	9.1
CCOC(=O)c1csc(NC(=O)c2ccc(S(=O)(=O)N(C)C)cc2)n1	1.1	19.0	15.5	16.7	0.0	14.9	0.6	-3.9
CCC(C)c1ccccc1OCCn1ccnc1 (centres undefined)	5.4	5.8	29.5	5.6	0.8	13.0	-9.6	-0.8
C[C@@H]1COC(=O)[C@H](CC(=O)OC(C)(C)C)C/C=C\C[C@@H](CC(=O)N[C@H](CO)Cc2ccccc2)C(=O)N1	-4.1	6.5	-3.6	-3.0	0.5	-12.0	-8.4	-2.3
CCOC(OCC)P(=O)(c1ccccc1)c1ccccc1	-0.1	1.1	-6.2	-1.4	-1.2	23.2	7.2	1.4
C=C(C)COc1ccc2c3c(c(=O)oc2c1OCC(=C)C)CCC3	7.7	11.4	-32.3	27.1	2.4	15.1	4.4	-0.9
Brc1ccc2ncc(Br)cc2c1	7.1	5.0	9.2	2.0	3.5	9.8	-5.5	-0.9
Cc1nc2ccc(NC(=O)c3cccnc3)cc2s1	-7.2	4.3	13.5	-10.5	0.1	2.5	6.3	-0.8
S=C(NCCc1c[nH]c2ccccc12)NC1CCCCC1	-14.3	0.5	-19.5	-6.9	-0.8	-17.1	1.2	-0.8
Cc1nn(-c2ccc(N3CCOCC3)nn2)c(C)c1CCC(=O)NCc1ccc(F)cc1	5.3	24.0	-4.2	11.2	2.0	-10.5	-2.0	-2.9
Cc1ccc(OCc2ccc(C(=O)Nc3nccs3)o2)cc1C	-24.0	18.8	-66.5	7.0	0.6	24.7	-174.9	1.4
CC(=O)Nc1ccccc1C(=O)C(=O)Nc1cccc(F)c1	-21.3	18.3	-7.8	12.7	2.4	12.5	-11.7	1.8
O=C(CC1C(=O)NCCN1Cc1ccc(F)cc1)NCCN1CCCc2ccccc21 (centres undefined)	0.6	2.0	-1.6	6.9	-3.3	10.3	15.3	-3.1
COc1cc(OC)cc(-c2c(-c3cccs3)c3cc(-c4ccc5cc[nH]c5c4)ccc3n2C)c1	-2.1	3.7	38.5	8.4	1.4	11.0	-3.3	-1.7
COc1cc(O)c(C(CC(=O)N2CCCC2)c2cc(OC)c(OC)c(OC)c2)c(OC)c1 (centres undefined)	-1.3	7.9	9.8	17.8	0.2	12.2	0.5	0.9
COc1cccc(C(=O)NC2CCCc3c2cnn3-c2ccc(C)c(C)c2)c1OC (centres undefined)	-2.6	1.8	13.5	28.1	-0.7	30.7	-28.5	-6.1
S=C(Nc1ccc2c(c1)OCCO2)Nc1ccc2c(c1)OCO2	-45.7	-2.9	-9.7	1.9	3.4	-6.8	-59.9	-0.4
Cc1ccc(NS(=O)(=O)c2ccc(-n3cccn3)cc2)c(C)c1	-15.1	28.5	33.1	31.8	-2.7	21.6	-56.8	-4.5
O=C(NCc1ccc2[nH]c3c(c2c1)CCCC3)c1ccc(S(=O)(=O)N2CCOCC2)cc1	2.6	2.9	1.8	8.4	-0.1	9.6	-21.4	1.9
CCN(CC(=O)Nc1ccccc1C(F)(F)F)C(=O)c1ccccc1SCC(=O)N1CCCC1	5.5	-17.6	14.8	-10.9	3.2	-19.2	1.5	-1.9
COC(=O)c1cccc(C(=O)N2CCCC(CNC(=O)c3ccccc3Cl)C2)c1 (centres undefined)	0.0	4.9	14.8	2.8	2.1	-1.4	-2.5	0.0
COc1ccc(C(=O)C2CCN(S(=O)(=O)c3ccc4c(c3)OCCO4)CC2)cc1	18.2	67.9*	-13.6	59.5*	1.0	56.3*	-0.1	-1.3
Cc1nn(-c2ccccc2)c(N2CCCC2)c1C=O	-3.4	-7.9	24.8	2.2	0.7	-7.7	-1.2	5.5
O=C(COc1coc(CN2CCN(c3ccccc3)CC2)cc1=O)N1CCc2ccccc21	-6.4	2.1	-3.1	6.8	4.6	8.5	10.8	1.2
Cc1cc(NCCN2CCOCC2)n2c(nc3ccccc32)c1C#N	-6.8	-6.5	3.9	-60.1	-2.0	-26.6	-39.2	-0.4
Cc1cc([N+](=O)[O-])nn1Cc1ccc(C(=O)N/N=C/c2ccc(O)cc2O)cc1	4.5	-34.2	49.6	-13.1	0.9	23.7	-59.7	-2.0
COc1cc(=O)oc(-c2ccccc2)c1C(C)=O	-8.3	-16.5	2.2	4.1	0.4	-23.9	-1.1	2.7
COc1ccc(S(=O)(=O)Oc2ccccc2C(=S)N2CCOCC2)cc1	-3.5	2.7	-6.2	23.9	-2.2	24.5	-11.0	-2.7
O=S(=O)(c1ccccc1)N1CCC(n2nnc3cc(F)ccc32)CC1	-0.9	12.5	11.3	1.6	0.1	1.1	6.0	-0.5
O=C(Cn1cnc2c(nnn2Cc2ccccc2)c1=O)c1ccccc1	7.9	-7.7	-15.7	11.4	0.7	-11.7	5.5	-3.1
CC1Cc2cc(-c3csc(NC(=O)Cc4ccccc4)n3)ccc2N1S(C)(=O)=O (centres undefined)	15.3	10.5	36.9	12.3	4.3	11.2	3.8	-4.9
CC1CCN(S(=O)(=O)Cc2ccccc2Cl)CC1	1.5	-0.3	11.9	9.4	1.7	15.4	9.5	-1.8
CNC(=S)NCc1ccc2[nH]c3c(c2c1)CCCC3	-4.2	17.7	-6.8	12.7	5.9	-1.3	8.4	0.1
CC1=C(C(=O)OCCOc2ccccc2)C(c2ccc(C)o2)C2=C(CC(C)(C)CC2=O)N1 (centres undefined)	-26.1	-5.8	9.6	22.8	-0.1	5.7	-40.2	-6.6
CCC(OC(=O)c1cccs1)C(=O)NCc1ccc(C)cc1 (centres undefined)	-14.5	2.8	-23.0	22.6	-0.7	0.9	-10.7	-0.3
O=C1C(NS(=O)(=O)c2cccs2)=C(N2CCN(c3cccc(C(F)(F)F)c3)CC2)C(=O)c2ccccc21	-7.6	12.6	-13.4	26.0	-1.8	22.8	-2.0	-0.7
O=C(c1ccco1)N1CCN(C(=O)C(Cc2ccccc2)NS(=O)(=O)c2cccs2)CC1 (centres undefined)	-15.9	16.6	-49.8	19.2	-0.1	18.0	-40.5	-2.0
O=C(Nc1ccn([C@H]2CC[C@@H](CO)O2)c(=O)n1)c1ccccc1	-3.6	7.3	-6.6	10.9	-0.6	-2.0	3.6	1.9
Cc1ccc(S(=O)(=O)c2nnn3c2nc(N2CCOCC2)c2ccccc23)cc1C	2.5	-41.6	29.1	11.6	1.5	21.5	-19.0	6.7
Cc1cnc(NCCc2ccccc2)s1	-24.7	-6.6	-28.5	-5.5	0.9	-13.0	-29.2	-0.9
COc1ccc(C(CC(=O)N2CCN(c3ccccc3)CC2)c2c(O)cc(OC)cc2OC)cc1 (centres undefined)	19.4	11.9	11.3	18.7	1.0	20.6	9.3	-2.9
COc1ccc(C(=O)NCCS(=O)(=O)NCc2ccccc2OC)cc1	-2.6	-10.8	14.7	13.4	2.0	5.6	25.8	-1.4
COc1ccccc1N1CCN(C(=O)c2cc(N3C(=O)C4C5CCC(C5)C4C3=O)ccc2Cl)CC1 (centres undefined)	24.1	15.2	-5.6	13.1	-1.3	16.7	-1.6	-0.9
Cc1ccc(NC(=O)C2CCC(=O)N2C(=O)OCc2ccccc2)cc1 (centres undefined)	-18.0	-9.8	4.7	-2.4	2.2	-0.2	2.2	-2.2
CC(C)(C)c1csc(NC(=O)Cc2cccs2)n1	-0.8	6.2	1.4	46.6	0.1	18.3	-8.1	2.0
NC(=O)COc1ccc2oc(=O)cc(-c3cc4ccccc4o3)c2c1	-2.7	13.7	10.7	2.7	1.8	16.6	7.3	1.8
CCOc1ccc(S(=O)(=O)N2CCNC(=O)C2)cc1	4.3	2.7	13.9	-3.6	-1.1	0.0	-5.9	0.0
COc1cc(-c2cc(-c3nnco3)c3ccccc3n2)cc(OC)c1OC	0.0	5.9	25.5	26.8	0.8	13.7	41.0*	0.9

Complete entries, looked up by structure. Values in the order: Jurkat NFkB inh	TIM10 inh	Mdm2 MdmX PPI	tim23-1 inh	UPR CHOP act	tim10-1 inh	697 NFkB inh	XBP1 UPR activ
`Cc1cnc(NCCc2ccccc2)s1` in the list: -24.7	-6.6	-28.5	-5.5	0.9	-13.0	-29.2	-0.9
`Cc1ccc(NC(=O)C2CCC(=O)N2C(=O)OCc2ccccc2)cc1` (centres undefined) in the list: -18.0	-9.8	4.7	-2.4	2.2	-0.2	2.2	-2.2
`CCOc1ccc(S(=O)(=O)N2CCNC(=O)C2)cc1` in the list: 4.3	2.7	13.9	-3.6	-1.1	0.0	-5.9	0.0
`COc1cc(-c2cc(-c3nnco3)c3ccccc3n2)cc(OC)c1OC` in the list: 0.0	5.9	25.5	26.8	0.8	13.7	41.0*	0.9

Further compounds
SMILES	Jurkat NFkB inh	TIM10 inh	Mdm2 MdmX PPI	tim23-1 inh	UPR CHOP act	tim10-1 inh	697 NFkB inh	XBP1 UPR activ
CC(=O)NCc1ccc(-c2csc(-c3cccs3)n2)cc1	-75.2	1.4	-54.3	25.7	5.7	17.7	-67.9	5.2
COc1ccc(NC(=O)CN(C)C(=O)c2sc3ccccc3c2Cl)cc1	-14.4	-8.2	-13.0	3.5	-0.2	-29.0	-23.7	-2.1
CCOc1ccc(CCNC(=O)Cn2c(-c3nonc3N)nc3ccccc32)cc1OCC	13.5	5.2	-14.9	-7.7	-0.4	17.1	-1.5	-1.1
O=C(Cc1ccccc1)NC1c2ccccc2-c2ccccc21	5.0	21.4	-2.3	-11.6	-1.8	17.5	-0.5	0.0
CC(C)CCN1CCN(Cc2cccn2-c2nccs2)CC1CCO (centres undefined)	-3.4	-3.0	-17.2	2.5	0.5	3.9	18.0	-2.6
CCNc1nc(Oc2ccc(Cl)cc2Cl)cc(C(F)(F)F)n1	-4.8	-6.3	-18.5	-1.8	-1.9	28.4	-69.2	-0.9
CC1CN(S(=O)(=O)c2ccc(NC(=O)CCCN3C(=O)c4ccccc4C3=O)cc2)CC(C)O1 (centres undefined)	23.4	3.3	16.5	17.6	-0.8	29.0	16.9	-1.1
COC(=O)COC(=O)c1ccccc1NC(=O)c1ccccc1	-5.8	26.1	-15.0	34.7	0.1	39.6	-22.4	-0.8
Cc1ccc(CSc2nnc(-c3ccc(NS(=O)(=O)c4ccccc4)cc3)o2)cc1	-14.7	18.8	10.9	27.2	2.2	29.2	3.4	-4.0
CCN(CC)S(=O)(=O)c1ccc(NC(=O)c2cnc(C)cn2)cc1	-2.7	-1.8	14.5	13.6	0.6	6.5	-5.2	2.9
O=C(OCc1ccc([N+](=O)[O-])cc1)C1CC(=O)N(Cc2ccccc2Cl)C1 (centres undefined)	-2.7	1.6	-2.4	19.1	-2.9	27.9	14.7	-2.1
CC(=O)c1ccc(-c2cccc([C@H]3[C@@H]4C=CC[C@@H](C)[C@@H]4C(=O)N3Cc3ccccc3)c2)cc1	/	8.0	28.0	45.4	3.8	27.7	23.0	1.9
COc1ccc(NS(=O)(=O)c2cc(Cl)ccc2Cl)cc1S(=O)(=O)N1CCCCC1	3.2	18.0	12.3	17.8	1.2	29.7	-0.6	3.2
CCc1nnc(NS(=O)(=O)c2ccc(NC(=O)COc3ccc(Cl)c(C)c3)cc2)s1	-14.8	-3.6	-16.0	25.2	0.0	6.4	-0.5	-2.1

Screens (PubChem BioAssay)
